Screening data: PubChem BioAssay, several laboratories
GSK3A inh = blockers of GSK3A enzyme activity – biochemical, luminescence, cell-free homogeneous, HTS, primary screen; Glycogen synthase kinase-3 alpha (Homo sapiens), P49840; AID 2650, 2010; GSK-3 alpha kinase, ADP-Glo luminescence, 60 min; 0.1% of 320,000 active; inhibition, % at 10 µM;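 in the data active = inhibition above about 50%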;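 note: GST-tagged GSK-3 alpha with peptide substrate and 25 µM ATP; 0% = DMSO neutral wells and 100% = GW8510 positive control wells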
Target sequence (P49840 whole entry, looked up): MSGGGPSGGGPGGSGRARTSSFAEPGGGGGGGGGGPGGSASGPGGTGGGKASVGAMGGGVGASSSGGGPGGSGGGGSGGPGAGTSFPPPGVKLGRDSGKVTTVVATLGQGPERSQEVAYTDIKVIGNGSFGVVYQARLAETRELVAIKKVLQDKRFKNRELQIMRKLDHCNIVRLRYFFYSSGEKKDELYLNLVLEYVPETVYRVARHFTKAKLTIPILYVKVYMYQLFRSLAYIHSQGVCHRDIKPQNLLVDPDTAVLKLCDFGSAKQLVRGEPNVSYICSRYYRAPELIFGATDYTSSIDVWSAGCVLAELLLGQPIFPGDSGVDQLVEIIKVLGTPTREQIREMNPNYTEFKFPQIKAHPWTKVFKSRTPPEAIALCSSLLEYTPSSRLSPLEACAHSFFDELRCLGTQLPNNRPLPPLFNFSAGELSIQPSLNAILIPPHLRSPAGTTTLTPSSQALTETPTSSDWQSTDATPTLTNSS
HSF1 inhib = HSF1 inhibitors in luciferase reporter cells, primary screen, cell-based, NIH3T3, luminescence; NIH3T3-HGL HSE-luciferase, MG132-induced, luminescence 8 h; active compounds read low; activity change, negative = inhibition, % at 7.5 µM (by protocol); 0.77% of 300,000 active;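 active = more than half of replicate wells show activity change below -50%, luminescence cut by over half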;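 note: luciferase reports HSF-1 transcriptional activity via heat shock element; 0% = median of DMSO wells and -100% = zero luminescence signal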
HSP90 inh = HSP90 inhibitors, primary screen, cell lysate, luminescence; Heat shock protein HSP 90 (rabbit reticulocyte lysate; luciferase refolding); Rabbit reticulocyte lysate, luciferase refolding luminescence, 3 h; inhibition, % at 5.6 µM; 0.91% of 290,000 active;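 active = inhibition above the screen-wide mean plus 3 SD, computed separately per campaign, cut at about 16% in these data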;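 note: 0% = DMSO wells and 100% = 60 µM geldanamycin wells; inhibitors lower the luminescence because luciferase stays unfolded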
PolyA inhibitor = polyadenylation inhibitors in yeast reporter cells, primary screen, luminescence, S. cerevisiae; S. cerevisiae SKY197-pL101 polyadenylation reporter, beta-gal luminescence; efflux-impaired pdr1/pdr3 knockout yeast; score 100 = 6 SD above DMSO; calls only at 12 µM; 0.02% of 300,000 active; AID 1875, 2009;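 active = lowest replicate activity score at least 50, where 100 means six control SD above control mean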;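 note: yeast exposed to compound for 9 h at 30 °C; higher score means more reporter readthrough which indicates perturbed polyadenylation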
aSyn UTR inh = MLPCN primary screen, SNCA 5' untranslated region; alpha-synuclein 5'UTR reporter, inhibitor activity; 0.82% of 300,000 active; inhibition, % (tested at 7.5 µM); in the data active = inhibition above about 60%;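 note: H4 neuroglioblastoma cells stably carrying SNCA 5'UTR luciferase fusion; 0% = DMSO wells and 100% = positive control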
GSK3B inh = human GSK3beta kinase inhibitors, primary screen, biochemical, cell-free homogeneous, HTS; GST-GSK3beta kinase, ADP-Glo luminescence, 60 min; active compounds read low; activity score (negative = inhibition), % at 10 µM; 0.038% of 300,000 active; AID 2097, 2009;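 active = more than half of replicate wells score below -50%, meaning over 50% inhibition versus plate controls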;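 note: 0% = median DMSO wells and -100% = median GW8510 positive control wells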
Target sequence (P49841 whole entry, looked up): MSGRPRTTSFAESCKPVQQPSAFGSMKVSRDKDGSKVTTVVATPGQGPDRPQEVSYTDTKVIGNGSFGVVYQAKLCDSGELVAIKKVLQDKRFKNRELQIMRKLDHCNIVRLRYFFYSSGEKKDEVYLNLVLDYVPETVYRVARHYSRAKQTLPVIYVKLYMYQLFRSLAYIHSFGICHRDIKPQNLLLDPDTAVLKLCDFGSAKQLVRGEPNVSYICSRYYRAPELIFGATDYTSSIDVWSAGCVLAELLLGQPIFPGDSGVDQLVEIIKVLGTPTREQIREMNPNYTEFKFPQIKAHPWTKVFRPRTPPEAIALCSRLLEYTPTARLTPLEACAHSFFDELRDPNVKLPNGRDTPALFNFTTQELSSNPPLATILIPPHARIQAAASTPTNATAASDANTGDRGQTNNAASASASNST
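Test system: GST-fused GSK3beta enzyme, cell-free | Quantity: 1.6 ng GST-GSK3beta enzyme per well | Reagent: 25 µM ATP with peptide substrate | Schedule: 60 min enzyme reaction, room temperature | Signal: Luminescent ADP-Glo measurement of ADP formed | Read-out basis: Score relative to plate controls | Control set: DMSO and 20 µM GW8510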
KLF5 inh = KLF5 expression inhibitors, primary screen, DLD-1 cells, luminescence. DLD-1 KLF5 promoter-luciferase reporter. inhibition, % at 5 µM. 0.23% of 290,000 active. AID 1700, 2009;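 active = inhibition above a per-plate limit of that plate's mean compound inhibition plus 3 SD, cut at about 60% in these data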;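 note: 0% = DMSO wells and 100% = LY294002 at 200 µM; higher means less KLF5 promoter-driven luciferase light; inactives centre near -14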
AI-2 QS mod = Vibrio harveyi AI-2 quorum sensing modulators, primary screen, JMH597 strain, luminescence/OD600 ratio; activity change, % at 7.5 µM; Vibrio harveyi JMH597 AI-2 luminescence/OD600 ratio, 9 h; active compounds read low; strain lacks LuxN and CqsS sensors; 0 = neutral-control median; 0.4% of 300,000 active; in the data active = activity change below about -75%, passing the limit was not always enough;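 note: luminescence divided by OD600 gain over 9 h not by final OD600 alone; inactives centre near 13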
HSF-1 act = HSF-1 activators, primary screen, NIH3T3-HGL cells, MG132 stress, luminescence, single point; 1.7% of 300,000 active; activation, % at 9 µM; NIH3T3-HGL HSF-1 luciferase reporter, 8 h; 100% = twice DMSO control signal;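 active = mean replicate activation of at least 50% with a set share of replicates each reaching 50%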;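 note: 0% = median of the neutral control wells and 100% = twice that signal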
IEC-6 cytotox = cytotoxicity in IEC-6 intestinal epithelial cells, primary screen, cytotoxicity control for KLF5 inhibitor project, cell-based, luminescence; IEC-6 cytotoxicity, luminescence viability; inhibition, % at 5 µM; 0.78% of 290,000 active; AID 1825, 2009; in the data active = inhibition above about 22%;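 note: 0% = plate median of test compound wells and 100% = cytotoxic reference compound wells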
Numbers without * were called inactive; i = inactive; x = no result given; & = joins results of further samples.

SMILES	GSK3A inh	HSF1 inhib	HSP90 inh	PolyA inhibitor	aSyn UTR inh	GSK3B inh	KLF5 inh	AI-2 QS mod	HSF-1 act	IEC-6 cytotox
COc1ccc(N2C(=O)N3[C@H](c4cccc(C)c4)[C@@H]4C(=O)N(Cc5ccccc5)C(=O)[C@@H]4[C@]3(Cc3ccccc3)C2=O)cc1	-2	-7	3	i	2	2	-5	17	-4	-6
COc1cccc(Cn2cc(/C=N/NC(=O)c3cc(O)cc(O)c3)c3ccccc32)c1	-1	8	0	i	33	-2	-40	26	6	-4
CCC(C(=O)OCC(=O)Nc1c(C)nn(-c2ccccc2)c1C)c1ccccc1 (stereo unspecified)	5	1	x	i	-9	2	x	16	2	x
O=C(/C=C/c1ccco1)Nc1scc(-c2ccccc2)c1C(=O)O	-6	x	13	i	-14	2	-63	19	x	7
CCOC(=O)c1sc(=S)n(C)c1C	1	0	-1	i	13	-1	-31	4	0	-6
O=C(Nc1nnc(C2CC2)o1)c1ccc(S(=O)(=O)N2CCCCC2)cc1	1	-8	-2	i	10	-2	-23	69	-7	0
COc1cccc(CNC(=O)CCC2CCCN(C(=O)c3cccc(Cl)c3)C2)c1 (stereo unspecified)	x	15	2	i	4	1	-11	27	37	1
Cc1ccccc1-c1nc2ccccc2c(=O)n1/N=C/c1ccccc1[N+](=O)[O-]	0	7	3	i	2	-3	21	-2	25	5
Cn1nnc(NC(=S)NC(=O)c2ccc(-c3ccc(Br)cc3)o2)n1	0	7	6	i	3	1	-3	21	11	0
COC(=O)CSc1ccc2nnc(CCNS(=O)(=O)c3ccccc3)n2n1	1	-3	-5	i	0	1	-14	2	-9	1
Cc1cccc(N(Cc2ccccc2)C(=O)c2ccc(S(C)(=O)=O)cc2)c1	1	1	2	i	13	0	-24	-4	-3	-2
C#CC[N+](C)(C)CC#Cc1ccccc1	-2	x	0	i	9	0	-50	11	x	2
COc1cc(OC)cc(-c2nc(-c3cc4cc(C)ccc4nc3OC)no2)c1	x	-4	5	i	18	0	2	6	-5	1
Cc1cccc(C)c1N1C(=O)c2cccc([N+](=O)[O-])c2C1=O	3	7	-3	i	-24	2	-32	1	-7	-2
CCOC(=O)C1=C(CSc2nc3c(cc2C#N)CN(C)CC3)OC(N)=C(C#N)C1c1ccc(F)cc1 (stereo unspecified)	5	3	3	i	19	5	-37	13	11	2
Cc1nc2sc(C(c3ccco3)N3CCC(C)CC3)c(O)n2n1 (stereo unspecified)	-2	-1	0	i	-38	-5	7	-7	-8	-1
CCc1ccc(OCC(=O)NCc2ccco2)c(Br)c1	0	18	-5	i	-70	-5	-25	6	35	-5
O=C(Nc1ccccc1C(=O)O)c1ccc(NC(=O)C2CC2)cc1	-5	-12	0	i	38	5	15	44	-5	-1
c1ccc(-c2noc(-c3cccc4ccccc34)n2)nc1	0	-19	11	i	32	-4	-62	-7	-14	8
Cc1ccc(-c2nc(NC(=O)c3nn(C)cc3[N+](=O)[O-])sc2C)cc1	1	8	5	i	99*	0	20	7	28	16
O=S(=O)(NC1CCCCC1)c1cccc(-c2nnc(-c3ccccc3)o2)c1	-1	17	1	i	20	2	-59	7	20	-7
Cc1ccc2nc(C(C)O)[nH]c2c1 (stereo unspecified)	-1	-2	-3	i	-12	-3	-1	25	4	2
O=C(c1ccc(Cl)cc1)N1CCN=C1c1ccccc1	-1	-5	0	i	-9	2	6	12	-1	-4
Cc1cc(C(=O)N2CCN(c3ncccc3C#N)CC2)no1	1	4	2	x	-13	-4	0	5	-1	4
Cc1cccc(OCC(=O)NCc2ccc(F)cc2)c1	-2	-3	-2	i	11	0	-17	11	0	-4

Profiles as entered above:
Results for COc1ccc(N2C(=O)N3[C@H](c4cccc(C)c4)[C@@H]4C(=O)N(Cc5ccccc5)C(=O)[C@@H]4[C@]3(Cc3ccccc3)C2=O)cc1 = GSK3A inh: -2; HSF1 inhib: -7; HSP90 inh: 3; PolyA inhibitor: i; aSyn UTR inh: 2; GSK3B inh: 2; KLF5 inh: -5; AI-2 QS mod: 17; HSF-1 act: -4; IEC-6 cytotox: -6
Results for Cc1cccc(C)c1N1C(=O)c2cccc([N+](=O)[O-])c2C1=O = GSK3A inh: 3; HSF1 inhib: 7; HSP90 inh: -3; PolyA inhibitor: i; aSyn UTR inh: -24; GSK3B inh: 2; KLF5 inh: -32; AI-2 QS mod: 1; HSF-1 act: -7; IEC-6 cytotox: -2

Another view of part of the listing above:
| Structure | GSK3A inh | HSF1 inhib | HSP90 inh | PolyA inhibitor | aSyn UTR inh | GSK3B inh | KLF5 inh | AI-2 QS mod | HSF-1 act | IEC-6 cytotox |
| --- | --- | --- | --- | --- | --- | --- | --- | --- | --- | --- |
| O=C(Nc1ccccc1C(=O)O)c1ccc(NC(=O)C2CC2)cc1 | -5 | -12 | 0 | i | 38 | 5 | 15 | 44 | -5 | -1 |
| c1ccc(-c2noc(-c3cccc4ccccc34)n2)nc1 | 0 | -19 | 11 | i | 32 | -4 | -62 | -7 | -14 | 8 |
| COC(=O)CSc1ccc2nnc(CCNS(=O)(=O)c3ccccc3)n2n1 | 1 | -3 | -5 | i | 0 | 1 | -14 | 2 | -9 | 1 |

Exported comma-delimited: entries from further up.
mol,GSK3A inh,HSF1 inhib,HSP90 inh,PolyA inhibitor,aSyn UTR inh,GSK3B inh,KLF5 inh,AI-2 QS mod,HSF-1 act,IEC-6 cytotox
O=C(/C=C/c1ccco1)Nc1scc(-c2ccccc2)c1C(=O)O,-6,x,13,i,-14,2,-63,19,x,7
Cc1cccc(C)c1N1C(=O)c2cccc([N+](=O)[O-])c2C1=O,3,7,-3,i,-24,2,-32,1,-7,-2
CCC(C(=O)OCC(=O)Nc1c(C)nn(-c2ccccc2)c1C)c1ccccc1 (stereo unspecified),5,1,x,i,-9,2,x,16,2,x

Two entries picked at random from those above, as already listed:
SMILES	GSK3A inh	HSF1 inhib	HSP90 inh	PolyA inhibitor	aSyn UTR inh	GSK3B inh	KLF5 inh	AI-2 QS mod	HSF-1 act	IEC-6 cytotox
COC(=O)CSc1ccc2nnc(CCNS(=O)(=O)c3ccccc3)n2n1	1	-3	-5	i	0	1	-14	2	-9	1
Cc1ccccc1-c1nc2ccccc2c(=O)n1/N=C/c1ccccc1[N+](=O)[O-]	0	7	3	i	2	-3	21	-2	25	5

The list continues:
SMILES	GSK3A inh	HSF1 inhib	HSP90 inh	PolyA inhibitor	aSyn UTR inh	GSK3B inh	KLF5 inh	AI-2 QS mod	HSF-1 act	IEC-6 cytotox
N#Cc1cc(-c2cccc(Cl)c2)c[nH]c1=O	x	-8	-3	i	16	3	-10	0	7	-10
Cc1nnc(C)n1/N=C/c1cccs1	1	-1	0	i	-4	1	6	15	-3	5
O=C(COn1nnc2ccc(C(F)(F)F)cc21)Nc1c(Cl)cccc1Cl	5	-3	-3	i	-11	3	-15	13	-4	-3
O=C(CCN1C(=O)C2C3CCC(C3)C2C1=O)Nc1ccc(Br)cc1 (stereo unspecified)	-1	9	3	i	22	8	-4	-5	-1	-2
CN(c1nc2ccccc2nc1Cl)S(=O)(=O)c1ccccc1	-1	15	-2	i	-8	3	-52	9	35	5
NS(=O)(=O)c1ccc(NC(=O)c2ccc(CSc3ccccc3)o2)cc1	0	3	0	i	20	2	4	22	-7	0
CC(=O)c1c(O)c2ccccc2n(C(C)C)c1=O	-4	-8	1	i	-31	-2	-9	15	3	5
CNC(=S)NC1CC2CCCC(C1)N2Cc1ccc(C)cc1 (stereo unspecified)	0	-1	2	i	-1	2	-11	18	5	-2
Cc1ccc(C(=O)Nc2ccc(S(=O)(=O)N3CCOCC3)cc2)cc1	0	-8	-4	i	1	-8	-27	23	2	1
CCOC(=O)C1(Cc2cccc(F)c2)CCN(C(=O)Cn2cnnn2)CC1	0	-3	6	i	1	5	6	11	-5	1
COc1ccc(-n2c(N)c(C(=O)NCc3cccnc3)sc2=S)cc1	-3	-9	1	i	-7	2	-24	12	-2	3
CCCCc1cc2c(s1)CCCC/C2=N/O	0	5	3	i	-29	-6	6	7	10	8
COC(=O)Nc1ccc(S(=O)(=O)NCc2ccccn2)cc1	-1	-3	0	i	-18	-4	-23	13	-1	4
COC(=O)c1ccc(NC(=O)CSc2nnc(C)n2CC2CCCO2)cc1 (stereo unspecified)	-2	-9	-2	i	-20	2	-20	17	11	-5
CC(=O)Oc1ccc(N(C(C)=O)S(=O)(=O)c2cccs2)c2ccccc12	1	32	0	i	10	0	-22	-4	50	-6
O=C(NC1CCC(C(=O)O)CC1)OCc1ccccc1 (stereo unspecified)	-3&-3	12&4	-2&0	i	9&3	-28&3	-4&-25	19&45	49&2	0&1
Cc1cc(C(=O)NNC(=S)NC(C)c2ccccc2)c2ccccc2n1 (stereo unspecified)	x	-6	-1	i	18	5	-10	-6	-6	-3
COc1ccc(C(=O)O/N=C(\N)c2ccccc2)cc1OC	0	32	0	i	-180	3	-182	3	56*	5
O=C(Nc1nccs1)c1ccc(Cl)c(S(=O)(=O)N2CCOCC2)c1	4	-7	1	i	-16	-2	-26	11	10	4
Cc1ccc(Cl)cc1NC(=O)c1ccccc1OCC(=O)Nc1ccc(Cl)cc1	0	-3	-2	i	-10	1	-35	23	1	0
CN(c1ccccc1)S(=O)(=O)c1ccc(C(=O)NCC2CCCO2)cc1 (stereo unspecified)	4	-4	-4	i	5	0	9	49	-14	1
COc1ccc(CCCc2nnc(SCC(=O)Nc3ccc(C)c(C)c3)o2)cc1	-2	2	2	i	4	3	-10	24	3	-3
O=C(NCc1ccccn1)c1ccc(/C=N/O)nc1	1	-1	-3	i	18	-2	-14	25	16	-3
COc1cc(S(=O)(=O)NC(C)C)ccc1Cl	-1	x	8	i	x	-1	-26	9	x	0
Cc1ccc2[nH]c(=O)c(C(c3nnnn3Cc3ccccc3)N3CCc4ccccc43)cc2c1 (stereo unspecified)	-2	-2	7	i	20	-1	-13	13	23	0
COc1ccc2nc3c(cc2c1)c(NC(=O)C1CCCO1)nn3CC(C)C (stereo unspecified)	99*	11	-3	i	-9	-88*	-37	1	3	-14
Cc1ccc(C(O)CCc2ccc(N)cc2)cc1 (stereo unspecified)	-4	-6	1	i	3	3	-62	-31	-1	-2
CCOC(=O)N1CCN(CCC(=O)Nc2cccc(C)c2)CC1	-2	-12	-4	i	14	-1	1	9	-3	-4
Cc1ccc(CN2CCN(CC(=O)N3CCc4ccccc4C3)C2=O)cc1	-4	-5	0	i	24	0	-7	25	3	-2

Some of the compounds tested; the hit share may differ from the screen's.
